FBPA Giardia inh – inhibitors of Giardia lamblia fructose-1,6-bisphosphate aldolase. actives 0.71% (n = 290,000). purified Giardia FBPA. A8B2U2. Potency, µM (highest dose often 59.6 µM), for inactives: at the highest dose activity, negative = inhibition, hits mostly inhibitors; note: potency is the fitted concentration of half-maximal effect; % is set by controls: 0 for no effect and ±100 for the full control effect; nearly all actives have a fitted effect of over 55% in size
Target sequence (A8B2U2 whole entry, looked up): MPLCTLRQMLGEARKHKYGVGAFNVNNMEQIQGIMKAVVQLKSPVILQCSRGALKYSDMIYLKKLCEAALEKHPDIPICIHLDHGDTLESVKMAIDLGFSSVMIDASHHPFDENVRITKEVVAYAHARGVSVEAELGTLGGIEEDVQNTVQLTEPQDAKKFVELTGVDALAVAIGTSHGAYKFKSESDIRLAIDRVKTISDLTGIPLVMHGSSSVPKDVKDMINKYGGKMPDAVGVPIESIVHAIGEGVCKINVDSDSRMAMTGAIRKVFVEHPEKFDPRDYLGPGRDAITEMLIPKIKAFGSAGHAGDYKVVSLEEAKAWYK
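40 nM FBPA preincubated 10 min at RT with compound (up to 57.5 uM final), then substrate plus GAPDH/TPI/NAD/arsenate coupling and diaphorase/resazurin added. Fluorescence read after 20 min at RT, 525/598 nm.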
AMA1 RON2 block – disrupts binding of P. falciparum AMA1 to RON2. actives 0.2% (n = 360,000). Potency, µM (doses to about 58.2 µM), without a hit: top-dose activity change, negative = inhibition, most hits filed as inhibitors. AlphaScreen AMA1-biotinylated RON2 peptide binding;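 note: potency is the fitted concentration of half-maximal effect; 0% = vehicle wells and -100% = peptide control; nearly all actives have a fitted effect of over 45% in size; some results filed as inactive show a strong effect at the top dose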
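AMA1 (3D7) with his tag at 25 nM final met compounds first, then biotinylated RON2 peptide at 25 nM; detection used donor plus acceptor beads, 10 µg/mL apiece, read by AlphaScreen after 30 min at room temperature.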
HCMV antiviral – human cytomegalovirus inhibition; actives 4.5% (n = 410,000); HFF cells, HCMV-luciferase reporter, 72 h; active compounds read low; activity change, negative = inhibition, % at 57.5 µM; in the data active = activity change below about -60%; inconclusive = no clear call, values can overlap the other calls; inactive = above about -39%; note: % is set by controls: 0 for no effect and ±100 for the full control effect
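Compounds were evaluated in HFFs infected with an HCMV luciferase reporter virus (MOI 1 PFU/cell). Luciferase in lysates collected 72 h post infection served as the replication measure.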
Cycloheximide cs – counter-screen for Shiga toxin inhibitors: cycloheximide protein synthesis inhibition; max response, %; cell reporter, cycloheximide protein synthesis inhibition counterscreen; actives 12% (n = 300,000); in the data active = max response mostly above about 13%, no sharp cut-off; inactive = mostly below about 14%; note: read at 38.3 µM for the half of the compounds with a filed dose; 0% is about no effect
AmpC inh detg – blocks E. coli AmpC beta-lactamase in detergent assay; P00811; AmpC hydrolysis of nitrocefin, absorbance 480 nm, 0.01% Triton; Potency, µM (titrated, usually from 114 µM), without a hit: at the top dose activity change, negative = inhibition, most hits filed as inhibitors; actives 0.041% (n = 370,000); AID 485294;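 note: potency is the fitted concentration of half-maximal effect; 0% = no-compound wells and -100% = no-enzyme wells; nearly all actives have a fitted effect of over 25% in size; some results filed as inactive show a strong effect at the top dose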
Target sequence (P00811 whole entry, looked up): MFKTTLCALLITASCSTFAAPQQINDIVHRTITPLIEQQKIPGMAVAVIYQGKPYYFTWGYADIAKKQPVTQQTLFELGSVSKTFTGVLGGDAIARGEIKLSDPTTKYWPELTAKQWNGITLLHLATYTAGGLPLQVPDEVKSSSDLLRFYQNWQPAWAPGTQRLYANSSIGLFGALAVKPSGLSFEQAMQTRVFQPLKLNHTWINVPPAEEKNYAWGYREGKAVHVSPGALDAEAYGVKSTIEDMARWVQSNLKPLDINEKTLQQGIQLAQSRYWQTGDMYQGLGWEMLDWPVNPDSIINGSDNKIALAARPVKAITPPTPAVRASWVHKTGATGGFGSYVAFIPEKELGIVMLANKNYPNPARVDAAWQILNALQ
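AmpC (5.3 nM in the dispensed reagent) in 20 mM phosphate pH 7.0 with 0.01% (detergent screen) or 0.0001% Triton X-100 was preincubated with compounds for 15 min at room temperature. Nitrocefin was then added from an 800 uM solution, and hydrolysis was followed at 480 nm.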
Shiga inhibitor – Shiga toxin inhibition; Vero cells, Shiga toxin protein synthesis inhibition reporter; inhibition, % at 38.7 µM; actives 9.2% (n = 290,000); AID 2315; in the data active = inhibition mostly above about 28%, no sharp cut-off; inactive = mostly below about 43%; note: 0% is about no effect
AmpC no deterg – inhibitors of E. coli AmpC beta-lactamase without detergent; P00811; AmpC nitrocefin hydrolysis, absorbance 480 nm, 0.0001% Triton; Potency, µM (highest dose often 57.1 µM), without a hit: at the top dose activity change, negative = inhibition, hits mostly inhibitors; actives 0.52% (n = 330,000);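 note: potency is the fitted concentration of half-maximal effect; plate controls were no compound for no effect and no enzyme for full effect; nearly all actives have a fitted effect of over 20% in size; some results filed as inactive show a strong effect at the top dose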
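20 mM phosphate pH 7.0 + 0.01% (detergent screen) or 0.0001% Triton X-100; 5.3 nM AmpC reagent; cpd preinc 15 min RT; nitrocefin (800 uM stock) to start; A480 q20 s × 4 min; Activity was normalised to no-enzyme and no-compound control wells.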
* = called active by the depositor; ? = inconclusive; / = not tested or not shown; [ ] = dose if it differs, or a comment. Unless noted, calls come from the whole dose curve; as a rule, active = well fitted curve in the direction sought with a large enough effect; inconclusive = small, poorly fitted or top-dose-only effect, or another doubt; inactive = no such curve, though single readings can be large; an effect the other way counts as inactive or inconclusive. Compounds were not picked by outcome; overall some 16% were active at least once.

Compound	FBPA Giardia inh	AMA1 RON2 block	HCMV antiviral	Cycloheximide cs	AmpC inh detg	Shiga inhibitor	AmpC no deterg
Cc1onc(-c2c(Cl)cccc2Cl)c1C(=O)NCCc1ccncc1	/	6%	22	-2	-13%	-5	-3%
CC(C)CCNC(=O)CN(CCN1CCOCC1)C(=O)Cn1nnc(-c2ccc(F)cc2)n1	3%	3%	15	-6	-15%	-26	112%[activator]
COc1ccc(Nc2nc(N)nc(CSCCO)n2)cc1	2%	16%	131	13	?	67	0%
CCC(=O)NC(=S)Nc1ccc(S(=O)(=O)N2CCN(C)CC2)cc1	1%	8%	-33	-3	?	14	-9%
COc1ccccc1N1CCN(C(=O)CSc2nnc(NC(=O)C3CCC3)s2)CC1	0%	-11%	-1	-7	?	-16	30%
O=C(Nc1sc2c(c1C(=O)O)CCCCC2)c1ccccc1F	?	-6%	103	41*	-4%	109*	-55%
CC12CCC(=O)N1C(C(=O)NNC(=O)c1ccccc1F)CS2 (stereo not given)	/	22%	23	/	-6%	/	-11%
Cc1ccc(C(c2sc3nc(C)nn3c2O)N2CCOCC2)cc1 (stereo not given)	-7%	?	-8	1	-10%	12	2%
O=C(CCCN1C(=O)/C(=C/c2cccs2)SC1=S)Nc1ccc(O)cc1	-4%	-20%	-93*	9	1%	42	-44%
CC(C)(C)c1ccc(/C=C/C(=O)NCCCn2ccnc2)cc1	1%	2%	28	-3	-2%	-14	67%[activator]
Cc1ccc2[nH]c(=O)c(C(c3nnnn3CC3CCCO3)N3CCc4ccccc4C3)cc2c1 (stereo not given)	?	4%	37	9	?	-14	2%
O=C(COC(=O)c1ccccc1C(=O)c1ccc(Cl)c([N+](=O)[O-])c1)NC1CC1	-10%	14%	-99*	17	-6%	10	4%
Cc1c(Cl)c([N+](=O)[O-])nn1CC(=O)Nc1c(C)n(C)n(-c2ccccc2)c1=O	6%	0%	39	1	-9%	-15	-4%
Cc1cc(OC(=O)CNC(=O)OC(C)(C)C)c2c(C)cc(=O)oc2c1	6%	-2%	-21	6	-5%	16	-17%
C=CCn1c(C)nnc1SCC(=O)Nc1nccs1	?	2%	-30	1	5%	-3	-4%
O=c1[nH]c(-c2ccccc2)nnc1-c1ccccc1	-7%	-18%	31	18*	2%	25	-2%
CCCc1n(CC(O)COCc2ccccc2)c2ccccc2[n+]1C (stereo not given)	2%	-16%	4	-3	5%	21	7%
O=[N+]([O-])c1cccc(-c2nnc3n2CCCCC3)c1	-3%	1%	68	-6	-3%	-5	-22%
CN(c1ccccc1)S(=O)(=O)c1cccc(C(=O)Nc2nccs2)c1	-12%	85%[activator]	?	4	3%	11	-22%
CCN(CC(=O)Nc1c(Cl)cccc1Cl)C(=O)C1CCN(c2ncnc3sc(C)c(C)c23)CC1	/	14%	-28	/	?	/	54%
Cc1cccn2c(=O)c3cc(C#N)c(=N)n(Cc4ccncc4)c3nc12	1%	/	/	-4	-12%	9	-12%
CC(=O)Oc1ccc(C(=O)Nc2ccc3c(c2)C(=O)N(CCC(=O)O)C3=O)cc1	8%	-2%	28	-6	2%	-17	-17%
Cc1ccccc1OCCn1c(S(=O)(=O)O)nc2c(N)ncnc21	0%	-2%	3	-4	-6%	-12	-15%
CC(C)C(OC(=O)c1ccccc1)c1nccc2ccccc12 (stereo not given)	-13%	-3%	47	49*	-2%	86*	22%
CCCc1cc(=O)oc2c(C)c(OCC(=O)NC3CCN(Cc4ccccc4)CC3)ccc12	/	-3%	-32	7	3%	-14	-4%
Cn1cnnc1SCC(=O)Nc1ccccc1Sc1ccccc1	-4%	-1%	-63*	-1	?	-29	22%
COc1ccc(C2SCC(C(=O)O)N2C(C)=O)cc1OC (stereo not given)	0%	15%	14	-5	?	-11	-17%
Cc1[nH]n(-c2ccccc2)c(=O)c1/C=N/N1C(=O)c2ccc3c4c(ccc(c24)C1=O)CC3	?	90%[activator]	-34	-1	?	-8	-15%
COCCCn1c(=O)c2ccccc2n(Cc2cccc(C)c2)c1=O	2%	-1%	-16	-2	3%	-15	50%
Cc1cccn2c(=O)c(/C=C3\SC(=S)NC3=O)c(NCCCN3CCOCC3)nc12	?	6%	?	0	0%	-3	-11%
CCOc1ccc(/C=C2\SC(=S)N(CCC(=O)O)C2=O)cc1	26%	8%	-64*	1	3%	-5	-24%
Nc1nc(C2CCCN2S(=O)(=O)c2ccc(Cl)cc2)cs1 (stereo not given)	0%	6%	3	-1	?	-14	-26%
O=C(OCC(=O)N(Cc1ccccc1)Cc1ccccc1)c1cccc(O)c1	/	7%	0	/	10%	/	-21%
CC(=O)N1CCc2cc(C(=O)CN3CCCN(Cc4ccc(F)cc4)C3)ccc21	6%	/	/	-8	-14%	-12	27%
CC(C)c1ccc(C(CC(=O)c2ccc(Cl)cc2)C(=O)O)cc1 (stereo not given)	12%	-15%	45	-1	0%	-11	-16%
O=C(NCCc1c[nH]c2ccccc12)c1cc([N+](=O)[O-])cc([N+](=O)[O-])c1	-1%	8%	13	2	-1%	-3	-8%
Cc1sc2nc(-c3ccccn3)[nH]c(=O)c2c1-c1ccccc1	?	65%[activator]	-61*	71*	6%	114*	46%
Cc1cc(NC(=O)c2cc(-c3ccc4c(c3)OCO4)on2)n(-c2ccccc2)n1	12%	5%	7	8	1%	26	-18%
Cc1cc(C(F)(F)F)nc(-n2cc(-c3cccc(N)c3)nn2)n1	2%	-5%	-28	-1	3%	-4	5%
CCCN(CCC)S(=O)(=O)c1ccc(C(=O)N2CCOCC2)cc1	3%	-4%	-5	-3	2%	18	4%
COc1ccc(CN2CCC(C(=O)N3CCCC(C)C3)CC2)cc1OC (stereo not given)	?	-21%	-29	-3	2%	-5	-18%
CCN(CC(=O)Nc1ccc2c(c1)OCCO2)C(=O)c1ccc(Cl)cc1Cl	/	-6%	45	/	?	/	-28%
Clc1ccc(C2Nc3cccc4cccc(c34)N2)cc1	?	-2%	47	-3	15%	-11	-30%
CN(C)c1ccc(C#Cc2ccc3cc(CCCO)oc(=O)c3c2)cc1	/	-18%	66	/	-5%	/	-22%
COc1ccccc1CCNC(=O)Cn1ccc2cc(S(=O)(=O)N3CCCC3)ccc21	5%	0%	-35	5	-3%	-6	-19%
COc1ccc(OC)c(S(=O)(=O)NCC(=O)NC2CCCCCC2)c1	/	-6%	-4	/	?	/	-18%
CCc1ccc(/C(C)=N\Nc2ccc([N+](=O)[O-])cc2)cc1	-6%	5%	9	19*	-11%	37	-42%
Cc1nn(CC(=O)O)c(=O)c2ccccc12	8%	-9%	5	-7	-11%	-23	-12%
C/C(=N\NC(=O)c1ccc(Cl)c(Cl)c1)c1cccc(NC(=O)C(C)C)c1	-5%	0%	-4	36	3%	29	-29%
COCCNC(=O)C(c1ccc(C)cc1)N(Cc1ccccc1)C(=O)CCC(=O)Nc1ccccn1 (stereo not given)	/	3%	4	-2	5%	3	153%[activator]

The results go on:
Compound	FBPA Giardia inh	AMA1 RON2 block	HCMV antiviral	Cycloheximide cs	AmpC inh detg	Shiga inhibitor	AmpC no deterg
CC1(C)OC(=O)N(NCc2ccccc2)C1(C)O (stereo not given)	7%	0%	10	-6	0%	-6	-15%
O=C(O)c1cc(Cl)c(Cl)cc1C(=O)Nc1cccc2ncccc12	?	-1%	-29	-2	?	-14	-11%
CCn1cc(/C=C(\NC(=O)c2ccc(C)cc2)C(=O)NCCCN2CCOCC2)c2ccccc21	-6%	0%	-30	1	?	5	177%[activator]
Cn1cccc1C(=O)NCc1ccc(S(N)(=O)=O)cc1	-1%	20%	0	-2	-13%	-2	-5%
O=C(COC(=O)COc1cccc(C(F)(F)F)c1)NC(=O)NC1CCCCC1	/	-14%	-22	/	-19%	/	-8%
Clc1cccc(Cl)c1CSc1nnc(-c2ccncc2)s1	7%	-6%	106	-2	6%	15	-14%
COc1ccc(CCNC(=O)CCS(=O)(=O)c2ccc3nc(C)sc3c2)cc1OC	3%	0%	27	-2	-5%	-2	-5%
COc1ccc(CNC(=O)c2cc(-c3ccncc3)nc3c(C)cc(C)cc23)cc1OC	-6%	-7%	-11	-2	-2%	-7	174%[activator]
CS(=O)(=O)N(CC(=O)N1CCCCCC1)c1cccc(Cl)c1Cl	9%	-2%	2	-3	-9%	-8	37%
COc1ccc(COC(=O)CN2C(=O)NC3(CCCC3)C2=O)cc1F	/	-13%	-9	/	?	/	-13%
Cc1noc(NS(=O)(=O)c2ccc(NC(=O)C(C)(C)C)cc2)c1C	24%	-7%	-15	10	0%	-6	-4%
Cc1cccc(NS(=O)(=O)c2cccc(C(=O)N3CCN(c4ccccn4)CC3)c2)c1	4%	-14%	-36	2	-6%	-14	4%
N#C/C(=N\Nc1ccc(Cl)c(Cl)c1)C(=O)C1CC1	4%	-22%	-100*	35*	-7%	65	-21%
O=C(CNC(=O)c1ccc(-c2ccccc2)cc1)OCc1c(F)cccc1Cl	1%	-2%	-31	0	-16%	-8	-2%
CC(=O)Nc1ccc(-c2csc(NC=C3C(=O)OC(C)(C)OC3=O)n2)cc1	-9%	4%	38	20	3%	54	-23%
O=C(CSc1nnc(CNC(=O)c2ccc(F)cc2)o1)Nc1ccc2c(c1)OCCO2	/	-6%	40	6	3%	-6	-40%
CCCOc1ccc(NC(=O)C(=O)NCCCn2ccnc2)cc1	0%	2%[11.6 µM]	-39	13	-13%	20	-5%
CC(=O)NC(=S)Nc1ccccc1N1CCCCC1	-11%	3%	7	-4	-14%	-7	-10%
Cc1cccc(CCN2C(N(C)C)=NC[C@@H]2Cc2ccccc2)c1	/	5%	94	/	/	/	31%
